HT1080 IDH1KD tx = qHTS for induction of synthetic lethality in tumor cells producing 2HG: qHTS for the HT-1080-IDH1KD cell line; Potency, µM (doses to about 46.1 µM), without a hit: at the highest dose activity, negative = toxicity, most hits filed as cytotoxic; hit rate 2% among 360,000; HT-1080 IDH1 knockdown viability, ATP luminescence, 48 h;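 further: potency means the concentration at half of the fitted maximal effect; 0% = DMSO wells and -100% = cell-free medium wells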
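Using the IDH1-knockdown HT-1080 line run in the same batch and compound series as the NT line, viability after 48 h at 37 °C was determined by CellTiter-Glo luminescence and expressed as % activity.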
ATXN2 expr inh = Primary qHTS for Inhibitors of ATXN expression. HEK-293 ATXN2-luciferase reporter, luminescence, 24 h. hit rate 0.72% among 360,000. AID 1745845, 2022. Potency, µM (doses to about 57 µM), for the others: at the highest dose activity change, negative = inhibition, hits mostly inhibitors; further: potency means the concentration at half of the fitted maximal effect; on the % scale 0 is the no-effect control and ±100 the full control effect; nearly all actives have a fitted effect of over 55% in size
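ATXN2-luciferase reporter cells (luciferase flanked by upstream and downstream ATXN2 gene portions) were treated 24 h at 37 °C with compounds at up to 57 uM. SteadyGlo luminescence gave expression; GF-AFC fluorescence gave viability.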
SW480 rereplic = A quantitative high throughput screen for small molecules that induce DNA re-replication in SW480 colon adenocarcinoma cells; SW480 DNA re-replication, Hoechst DNA content imaging, 48 h; Potency, µM (series often up to 46.1 µM), inactives show at the highest dose re-replication activation, actives largely listed as activators; hit rate 1.8% among 340,000; further: potency means the concentration at half of the fitted maximal effect; % of control where 0% means no effect; nearly all actives have a fitted effect of over 55% in size
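DNA re-replication was detected as more nuclei of elevated Hoechst intensity after 48 hr exposure to compound (23 nL pinned per well of 250 cells).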
MCF10A rerep = A quantitative high throughput screen for small molecules that induce DNA re-replication in MCF 10a normal breast cells; MCF 10A DNA re-replication, Hoechst nuclear intensity, 48 h; Potency, µM (titrated, usually from 46.1 µM), for inactives: at the highest dose activity, positive = re-replication, most hits filed as activators; hit rate 2.9% among 350,000; further: potency means the concentration at half of the fitted maximal effect; % of control where 0% means no effect; nearly all actives have a fitted effect of over 50% in size
IL-1B inflam inh = qHTS for Inhibitors of Inflammasome Signaling: IL-1-beta AlphaLISA Primary Screen. hit rate 4.7% among 360,000. activity change, % at 57.5 µM. THP-1 LPS/ATP IL-1B secretion, AlphaLISA, 16 h; hits give low values; in the data active means activity change below about -50%; inconclusive means mostly about -30% to -49%; further: on the % scale 0 is the no-effect control and ±100 the full control effect
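THP-1 cells pretreated 1 hr with compounds (up to 57.5 uM final), then stimulated with LPS (250 ng/mL final) plus ATP (1.25 mM final); secreted IL-1B measured by AlphaLISA after 16 hr, decreased signal indicating inhibition.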
KB-V1 MDR tox = qHTS assay for MDR1-selective chemotherapeutics: Primary screen using the drug-selected MDR subline cells KB-V1 | KB-V1 MDR cells viability, CellTiter-Glo, 72 h | Potency, µM (top dose mostly 46.1 µM), inactives show top-dose activity change, negative = cytotoxicity, actives largely listed as cytotoxic | hit rate 3.4% among 400,000 | AID 1347076, 2019; further: potency means the concentration at half of the fitted maximal effect; on the % scale 0 is the no-effect control and ±100 the full control effect; nearly all actives have a fitted effect of over 60% in size
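Cells of the MDR subline KB-V1 are plated, dosed with compound at multiple concentrations, and incubated 72 h at 37 degrees C; CellTiter-Glo is then added and luminescence read after 10 min.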
HT1080NT lethal = qHTS for induction of synthetic lethality in tumor cells producing 2HG: qHTS for the HT-1080-NT fibrosarcoma cell line; HT-1080-NT fibrosarcoma viability, CellTiter-Glo ATP luminescence, 48 h; Potency, µM (series often up to 46.1 µM), without a hit: at the highest dose activity, negative = less viability, usual class: cytotoxic; AID 686970, 2013; hit rate 1.6% among 360,000;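 further: NT is the 2HG producing partner of a matched IDH1 knockdown line; potency means the concentration at half of the fitted maximal effect; 0% = DMSO-treated cells and -100% = media-only wells without cells; nearly all actives have a fitted effect of over 55% in size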
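Compounds were tested in concentration-response format on HT-1080-NT cells for 48 hours at 37 degrees C. Cell viability came from CellTiter-Glo luminescence; curves were classified by r2, response magnitude and activity.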
KB-3-1 cytotox = qHTS assay for MDR1-selective chemotherapeutics: Primary screen using the parental adenocarcinoma cell KB-3-1. Potency, µM (doses to about 46.1 µM), inactives show top-dose activity change, negative = cytotoxic, usual class: cytotoxic. hit rate 1.4% among 400,000. KB-3-1 viability, CellTiter-Glo ATP luminescence, 72 h; further: potency means the concentration at half of the fitted maximal effect; on the % scale 0 is the no-effect control and ±100 the full control effect; nearly all actives have a fitted effect of over 60% in size
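Screening of KB-3-1 cells (DMEM, 10% FBS, phenol-red free) ran from lowest to highest compound concentration; after 72 h at 37 °C viability was read luminescently and curves fitted.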
WRN helicase inh = qHTS for Inhibitors of WRN Helicase; AID 651768, 2012; Bifunctional 3'-5' exonuclease/ATP-dependent helicase WRN (Homo sapiens), Q14191; Potency, µM (series often up to 114 µM), for the others: at the highest dose activity change, negative = inhibition, usual class: inhibitors; hit rate 0.46% among 360,000; WRN helicase unwinding, fluorescent forked duplex, kinetic; further: potency means the concentration at half of the fitted maximal effect; on the % scale 0 is the no-effect control and ±100 the full control effect; nearly all actives have a fitted effect of over 55% in size
Target sequence (Q14191 whole entry, looked up): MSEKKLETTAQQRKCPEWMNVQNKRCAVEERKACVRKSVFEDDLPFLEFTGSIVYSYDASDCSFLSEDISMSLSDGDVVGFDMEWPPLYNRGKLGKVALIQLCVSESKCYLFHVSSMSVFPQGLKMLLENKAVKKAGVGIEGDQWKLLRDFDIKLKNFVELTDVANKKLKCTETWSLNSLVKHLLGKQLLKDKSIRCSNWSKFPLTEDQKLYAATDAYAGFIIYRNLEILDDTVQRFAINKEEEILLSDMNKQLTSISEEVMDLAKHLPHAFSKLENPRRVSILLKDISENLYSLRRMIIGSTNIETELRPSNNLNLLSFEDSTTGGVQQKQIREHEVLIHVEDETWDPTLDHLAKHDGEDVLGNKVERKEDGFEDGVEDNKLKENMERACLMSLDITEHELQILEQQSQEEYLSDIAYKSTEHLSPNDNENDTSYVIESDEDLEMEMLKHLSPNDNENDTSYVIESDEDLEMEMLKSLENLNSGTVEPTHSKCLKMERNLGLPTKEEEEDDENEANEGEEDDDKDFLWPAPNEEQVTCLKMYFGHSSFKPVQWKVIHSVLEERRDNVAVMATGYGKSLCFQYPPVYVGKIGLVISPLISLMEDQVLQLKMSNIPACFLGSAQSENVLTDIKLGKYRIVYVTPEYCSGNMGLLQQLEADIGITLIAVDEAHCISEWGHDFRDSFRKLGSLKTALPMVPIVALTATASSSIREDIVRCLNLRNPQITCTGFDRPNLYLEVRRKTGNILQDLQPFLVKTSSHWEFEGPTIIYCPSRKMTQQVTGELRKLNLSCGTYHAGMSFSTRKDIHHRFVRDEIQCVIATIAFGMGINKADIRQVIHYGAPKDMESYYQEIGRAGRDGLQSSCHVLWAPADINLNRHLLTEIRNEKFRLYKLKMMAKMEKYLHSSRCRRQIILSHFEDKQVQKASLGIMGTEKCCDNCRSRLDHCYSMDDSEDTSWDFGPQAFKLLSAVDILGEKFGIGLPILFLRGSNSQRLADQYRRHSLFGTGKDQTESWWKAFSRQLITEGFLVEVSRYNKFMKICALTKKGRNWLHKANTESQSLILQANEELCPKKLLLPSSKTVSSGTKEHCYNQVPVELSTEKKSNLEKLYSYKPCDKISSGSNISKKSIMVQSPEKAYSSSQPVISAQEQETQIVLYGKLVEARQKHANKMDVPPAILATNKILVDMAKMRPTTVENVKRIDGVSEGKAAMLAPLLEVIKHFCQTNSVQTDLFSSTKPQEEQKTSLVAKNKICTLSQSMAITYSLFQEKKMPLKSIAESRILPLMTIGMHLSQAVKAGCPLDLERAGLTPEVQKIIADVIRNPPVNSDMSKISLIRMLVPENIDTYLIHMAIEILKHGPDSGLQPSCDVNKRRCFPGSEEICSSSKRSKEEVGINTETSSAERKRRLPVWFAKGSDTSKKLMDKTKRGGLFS
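WRN at 20 nM final was preincubated with compound for 15 min at room temperature; reaction started with 100 nM forked duplex oligonucleotide carrying fluorophore and quencher plus 2 mM ATP (final). Unwinding followed kinetically by red fluorescence (ex 525/em 598 nm).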
The depositor's hits bear a star; ? = inconclusive; . = no result given; & = joins results of further samples; [ ] = dose if it differs, or a comment. Unless noted, the call rests on the fitted dose curve; in most records, active means well fitted curve in the direction sought with a large enough effect; inconclusive means small, poorly fitted or top-dose-only effect, or another doubt; inactive means no such curve, though single readings can be large; an effect the other way counts as inactive or inconclusive.

Order of results – HT1080 IDH1KD tx | ATXN2 expr inh | SW480 rereplic | MCF10A rerep | IL-1B inflam inh | KB-V1 MDR tox | HT1080NT lethal | KB-3-1 cytotox | WRN helicase inh
1) CCCCn1c(SCC(=O)N2CCOCC2)nnc1-c1ccoc1C
  8% | 3% | 0% | 4% | 24 | 0% | 12% | 15% | 10%
2) Cc1cc(C)n(Cc2ccc(C(=O)NN)o2)n1
  -1% | . | -3% | -7% | -6 | 9% | 5% | 2% | -2%
3) COc1ccc2oc(C(=O)OCC(=O)N(C)Cc3ccccc3)c(C)c2c1
  0% | -6% | -33%[inhibitor] | 1% | ? | -9% | -1% | -1% | 0%
4) Cc1ccc(C(=O)NCCCNCCCN(C)C)cn1
  -1% | 4% | -7% | 2% | -6 | ? | 3% | -4% | 0%
5) CN1c2cccc3cccc(c23)N(C)C1c1cccs1
  0% | 40%[activator] | 16% | 12% | 2 | 13% | 11% | 4% | 0%
6) Cc1ccc(C(=O)N/N=C2\CC3CC=CC23)c(C)c1 (configuration not stated)
  1% | . | -105%[inhibitor] | -3% | -7 | 0% | -2% | -2% | -3%
7) COc1ccc(C2=NS(=O)(=O)N(C)C(C(=O)Nc3cc(C)ccc3O)=C2)cc1OC
  1% | -19%&-6% | -8% | -3% | -20 | -4%&-16% | -1% | -9%&-7% | -9%
8) COc1cccc(Oc2cnc(N)nc2-c2ccc(OC)cc2O)c1
  -75% | -10% | 7.3µM* | 6.5µM* | 23 | 2.6µM* | ? | 6.5µM* | -8%
9) CCNc1cccc2c1C(=O)N(C)C2=O
  3% | 3% | 1% | -2% | 25 | 4% | 9% | -1% | -4%
10) CCCCNc1ccc2c(c1)C1CC2CCN1C(=O)OCc1ccccc1 (configuration not stated)
  -26% | 117%[activator] | 82%[9.22 µM] | -6% | -20 | 6% | -10% | -6% | -5%
11) Cc1cccc(NC(=S)N2CCC(c3nc4ccccc4s3)CC2)c1
  ? | -9% | -2% | -2% | -5 | -2% | ? | -7% | -15%
12) Cc1ccc(C(=O)NCC(=O)N2CCN(c3ncccn3)CC2)s1
  0% | 13% | -14% | 0% | 13 | 4% | 2% | 6% | -1%
13) Cc1[nH]c(=O)[nH]c(=O)c1CSCC(=O)OCC(=O)Nc1ccccn1
  3% | 16% | 0% | 1% | -5 | ? | ? | -1% | -7%
14) O=C(NCc1ccccn1)Nc1ccccc1
  4% | -8%[11.3 µM] | -19% | 1% | 5 | ? | 16% | 5% | 1%
15) CC(C)(C)c1csc(NC(=O)c2cccs2)n1
  -24% | 67%[activator] | 15% | 1% | ? | -13% | -21% | -16% | 1%[57.1 µM]
16) Cc1ccc(C)c(NC(=O)c2ccccc2NC(=O)C2CCCO2)c1 (configuration not stated)
  1% | . | 0% | -2% | -13 | 10% | 3% | 0% | -1%
17) Cc1ccc(C)n1-c1ccc(C(=O)NCc2ccncc2)cc1
  -2% | . | ? | ? | -16 | -14% | -6% | ? | -7%
18) COc1c(C)cc(C(O)c2ncc(-c3ccc4ccccc4c3)[nH]2)cc1C (configuration not stated)
  ? | 2% | . | . | 0 | 3% | ? | 0% | 0%
19) CCOC(=O)c1c(C=O)c2sc(C)cc2n1C
  -3% | 0% | -13% | -17% | 0 | -5% | 14% | -4% | -3%
20) C=C(C)CNC(=S)N/N=C(\C)c1ccc(OC)cc1
  2% | -1% | 18% | 8% | 0 | 16µM* | 9% | ? | -1%
21) O=C(COC(=O)c1ccc(Cl)s1)c1ccc[nH]1
  6% | -14% | 4% | 1% | 7 | 4% | 14% | -2% | -7%
22) CCOc1ccccc1CN1CCNC(=O)C1CC(=O)N(C)CCc1cnn(C)c1 (configuration not stated)
  6% | 5% | 6% | 1% | 1 | 19% | 0% | 25% | -1%
23) CN(Cc1cccc(F)c1)C(=O)c1cc(=O)[nH]c2ccccc12
  2% | -9% | -25% | 2% | 27 | 18% | 10% | -2% | -9%
24) Nc1ccn([C@@H]2O[C@H](C(=O)NCCc3ccc(F)cc3)[C@@H](O)[C@H]2O)c(=O)n1
  1% | 10% | . | . | 39 | 0% | ? | 0% | -2%
25) COc1ccccc1OCCNC(=O)C1CCCCC1
  19% | 6% | ? | 3% | -18 | -23% | -5% | -8% | 7%[57.1 µM]
26) CC1(C(=O)N2CCN(c3ccccc3)CC2)CC1(Cl)Cl (configuration not stated)
  4% | 23% | -2%[1.84 µM] | ? | 1 | ? | 14% | -6% | -4%[57.1 µM]
27) COc1ccc2nc(SCC(=O)NCc3ccc(F)cc3)[nH]c2c1
  -2% | -9% | -84%[inhibitor] | 20% | 4 | -16% | 11% | -1% | -6%
28) Nc1ccc(-c2cn3cccnc3n2)cc1
  4% | 9% | ? | 24% | -16 | 13% | -7% | -1% | -13%
29) CSc1nc(N)nc(N(C)C)n1
  -1% | . | -4% | -4% | -15 | -11% | -3% | 2% | -3%
30) O=C(CSc1nnc2ccc(-c3ccccn3)nn12)Nc1ccccc1
  3% | 9% | ? | 20% | 9 | 3% | 8% | 4% | 0%
31) O=c1cc(NC2CCCCCC2)[nH]c(=O)[nH]1
  -1% | -2% | -7% | -2% | 17 | 0% | -1% | 9% | -15%
32) Cc1ccc(C)c(OCCCN2CCCC2)c1
  -1% | -1% | -1% | 2% | 5 | 9% | -1%[9.24 µM] | 1% | 6%
33) COC(=O)c1cn(-c2ccc(Cl)cc2)c(=O)c2ccccc12
  -7% | -12% | -10% | -5% | 1 | -12% | -11% | -2% | 2%
34) O=S(=O)(Nc1ccc2c(c1)nc1n2CCN(Cc2ccccc2)C1)c1ccccc1
  -23% | -7% | 7% | 26% | -1 | 2.6µM* | -10% | ? | -13%
35) CN(CC(=O)NCc1ccc2c(c1)OCO2)S(=O)(=O)c1ccc(F)cc1
  0% | 4% | -22% | -30%[inhibitor] | -5 | -19% | 4% | -3% | 10%
36) Cc1cc(/C=N/NC(=O)C(=O)N2CCCC2)c(C)n1-c1cccc(Br)c1
  -10% | -17% | -5%[9.22 µM] | 1% | -4 | 10% | -6% | -6% | 3%
37) Cc1ccc(CCCOC(=O)C[N+]2(C)CCCCC2)cc1
  14% | -19% | -6% | 15% | 19 | 0% | 10% | 14% | 2%
38) CCOC(=O)C[C@H]1c2ccc(C(F)(F)F)cc2S(=O)(=O)N1C(C)C
  2% | -2% | -1% | -20% | 13 | ? | 0% | 9%&-8% | -9%
39) CC(=O)N1c2ccc(S(=O)(=O)NCC3CCC(C(=O)Nc4cccc(C)n4)CC3)cc2CC1C (configuration not stated)
  -11% | -30% | 3% | 13% | -2 | -29% | -25% | ? | -1%
40) CCCNC(=S)N1CCN(C)CC1
  -5% | -9% | . | -2% | 9 | 1% | 6% | 0% | -31%

Among those listed so far, 6 have an NH in an aromatic ring.
Order of results – HT1080 IDH1KD tx | ATXN2 expr inh | SW480 rereplic | MCF10A rerep | IL-1B inflam inh | KB-V1 MDR tox | HT1080NT lethal | KB-3-1 cytotox | WRN helicase inh
13) Cc1[nH]c(=O)[nH]c(=O)c1CSCC(=O)OCC(=O)Nc1ccccn1
  3% | 16% | 0% | 1% | -5 | ? | ? | -1% | -7%
18) COc1c(C)cc(C(O)c2ncc(-c3ccc4ccccc4c3)[nH]2)cc1C (configuration not stated)
  ? | 2% | . | . | 0 | 3% | ? | 0% | 0%
21) O=C(COC(=O)c1ccc(Cl)s1)c1ccc[nH]1
  6% | -14% | 4% | 1% | 7 | 4% | 14% | -2% | -7%
23) CN(Cc1cccc(F)c1)C(=O)c1cc(=O)[nH]c2ccccc12
  2% | -9% | -25% | 2% | 27 | 18% | 10% | -2% | -9%
27) COc1ccc2nc(SCC(=O)NCc3ccc(F)cc3)[nH]c2c1
  -2% | -9% | -84%[inhibitor] | 20% | 4 | -16% | 11% | -1% | -6%
31) O=c1cc(NC2CCCCCC2)[nH]c(=O)[nH]1
  -1% | -2% | -7% | -2% | 17 | 0% | -1% | 9% | -15%

Following part.
Order of results – HT1080 IDH1KD tx | ATXN2 expr inh | SW480 rereplic | MCF10A rerep | IL-1B inflam inh | KB-V1 MDR tox | HT1080NT lethal | KB-3-1 cytotox | WRN helicase inh
41) O=C(Nc1cccc(-c2nc3cccnc3s2)c1)c1ccc(Cl)nc1
  13% | 10% | -3% | 0% | 61 | 5% | 2% | 9% | -16%
42) Cc1ccc(C(=O)n2cnnc2N)cc1C
  -5% | . | -2% | -1% | ? | 15% | -1% | 0% | -20%
43) O=S(=O)(NCc1ccco1)c1cnc(Cl)c(Cl)c1
  0% | -7% | ? | 8% | -67* | 27% | 10% | 1% | -6%
44) CCc1cc2c(=O)nc3n(c2s1)Cc1ccccc1/C3=C(/O)c1cccc([N+](=O)[O-])c1
  ? | 55%[activator] | 1% | ? | 0 | -6% | -3%[9.24 µM] | -4% | -2%
45) Cc1ccc(S(=O)(=O)Nc2c(C)nn(C)c2C)cc1C
  -3% | -1% | -6% | 0% | 14 | ? | -2% | -21% | -2%
46) CCOC(=O)[C@]12CCCC=C1N(CCc1ccc(OC)c(OC)c1)C(=O)[C@H](CC(=O)NCCc1ccccc1OC)C2
  -20% | . | . | . | -3 | 13µM* | -18% | 3% | -5%
